Compound activity: PubChem, several laboratories
Efflux pump mplx: antifungal efflux pump inhibition, Nile Red retention | S. cerevisiae Candida pump triplex | hit rate 0.44% among 330,000 | inhibition, % at 10 µM;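 active = plate passing quality check with inhibition over a set limit, or well fluorescence over plate mean plus 4 SD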;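 note: Nile Red retained in pooled yeast measured as flow cytometry median fluorescence; 0% = buffer negative control and 100% = Enniatin B positive control; higher means more Nile Red kept so more efflux inhibition; some compounds called inactive have numbers as strong as hits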
core dimer inh: blocks dimerization of HCV core protein | TR-FRET GST/Flag-core106 dimerization, 1536-well | inhibition, % at 5 µM | hit rate 0.33% among 300,000 | AID 1899;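 active = inhibition above the mean of all tested compounds plus 3 SD, set per screening campaign, cut at about 45% in these data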
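System: GST/Flag-tagged HCV core106 proteins. Incubation: compound-protein-antibody incubation 4 h at 22.5 °C. Technique: HTRF with 340 nm excitation, 617/671 nm emission. Medium: KF-containing HEPES buffer, pH 7.45, DTT, CHAPS, BSA. Read-out: inhibition (%) from 671 over 617 nm ratio. Also added: Eu(K)-anti-GST 90 ng/mL plus XL665-anti-Flag 1 µg/mL.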
procasp7 counter: activates human procaspase-7, counter-screen for procaspase-3 activators; recombinant procaspase-7, Ac-DEVD-pNA absorbance 405 nm; D23A/D198A/D206A triple mutant, cannot self-cleave; scale: DMSO 0, 5 µM enzyme 100; P55210; AID 463210; hit rate 0.093% among 330,000; activation, % at 8.5 µM;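 active = percent activation above the screen-wide mean plus 3 SD, cut at about 25% in these data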
Target sequence (P55210 whole entry D23A/D198A/D206A): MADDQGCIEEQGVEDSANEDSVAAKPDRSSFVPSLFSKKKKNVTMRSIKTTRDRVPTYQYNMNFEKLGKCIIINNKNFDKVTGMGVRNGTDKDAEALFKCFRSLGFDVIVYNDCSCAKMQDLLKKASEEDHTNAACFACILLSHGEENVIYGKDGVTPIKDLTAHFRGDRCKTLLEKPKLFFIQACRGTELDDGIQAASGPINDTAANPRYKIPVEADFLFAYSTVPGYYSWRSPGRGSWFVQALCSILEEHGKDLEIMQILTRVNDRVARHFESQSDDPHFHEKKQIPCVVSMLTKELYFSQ
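Test system: Procaspase-7 triple mutant (PC-7 D3A). Also added: Ac-DEVD-pNA substrate, 400 µM as added. Schedule: 1 h enzyme–compound preincubation and 2 h substrate reaction, both 25 °C. Signal: p-Nitroaniline absorbance at 405 nm, read at 0 and 120 min. Control set: low DMSO alone, high DMSO plus 5 µM PC-7.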
PP5 primary: PP5 (human) phosphatase inhibition. P53041. purified PP5c, OMFP substrate fluorescence. inhibition, % at 6.7 µM. hit rate 0.18% among 320,000. AID 1987;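 active = inhibition above the campaign's mean inhibition across all tested compounds plus 3 SD, cut at about 9.5% in these data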;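 note: 0% = DMSO only and 100% = 100 µM cantharidin control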
PP1 counter: blocks human PP1-alpha phosphatase, a PP5 counter-screen; hit rate 0.9% among 320,000; inhibition, % at 6.7 µM; P62136; purified PP1alpha, OMFP fluorescence;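 active = inhibition above the mean inhibition of all tested compounds plus 3 SD, computed separately for each screening campaign, cut at about 15% in these data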
Target sequence (P62136 whole entry, looked up): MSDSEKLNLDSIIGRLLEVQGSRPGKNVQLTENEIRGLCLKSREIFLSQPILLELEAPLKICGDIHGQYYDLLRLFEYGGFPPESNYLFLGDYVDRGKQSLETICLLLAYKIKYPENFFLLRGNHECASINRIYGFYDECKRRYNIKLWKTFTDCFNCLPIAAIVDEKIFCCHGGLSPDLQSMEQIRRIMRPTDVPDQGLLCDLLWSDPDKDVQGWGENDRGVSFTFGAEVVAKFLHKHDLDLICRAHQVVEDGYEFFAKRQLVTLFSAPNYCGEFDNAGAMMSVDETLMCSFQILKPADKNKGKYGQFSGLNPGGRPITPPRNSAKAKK
CTSL1 counter: cathepsin L1 inhibition, PFM18AAP counter-screen | recombinant F. hepatica cathepsin L1, Z-Leu-Arg-MCA fluorescence | inhibition, % at 5.96 µM | hit rate 0.49% among 300,000 | AID 1906;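 active = inhibition above the mean of all tested compounds plus 3 SD, set per screening campaign, cut at about 17% in these data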;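 note: 0% = plate median of test compound wells and 100% = 1 µM Z-Phe-Ala-diazomethylketone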
proCasp3 act: activators of human procaspase-3. recombinant procaspase-3 D3A, Ac-DEVD-pNA absorbance 405 nm. activation, % at 8.5 µM. hit rate 0.11% among 330,000;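 active = activation above the mean of all tested compounds plus 3 SD, cut at about 21% in these data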;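 note: 0% = DMSO alone and 100% = DMSO wells spiked with extra 5 µM PC-3 D3A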
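assay system = Procaspase-3 D3A mutant | signal = absorbance at 405 nm, 0 and 120 min | times = 1 h preincubation plus 2 h reaction at 25 °C | repeats = single replicate | read-out = % activation between DMSO and enzyme-spiked controls | medium = Zinc-free HEPES saline buffer with Triton X-100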
GASC-1 inh: blocks human GASC-1 demethylase activity; inhibition, % at 2.35 µM; GST-JMJD2C(1-420) H3K9me3 demethylation, DELFIA europium; Q9H3R0; hit rate 0.069% among 330,000;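 active = more than half of a compound's replicate wells show inhibition beyond 50%, single wells judged on their own value; inconclusive = some, but no more than half, of replicates pass 50% inhibition; inactive = no replicate passes 50% inhibition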;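 note: signal counts dimethyl H3K9 product captured on neutravidin plate; 0% = median of DMSO wells and 100% = 0.3 times that DMSO median; strong numbers were not always called active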
Target sequence (Q9H3R0 1-420 limits assumed): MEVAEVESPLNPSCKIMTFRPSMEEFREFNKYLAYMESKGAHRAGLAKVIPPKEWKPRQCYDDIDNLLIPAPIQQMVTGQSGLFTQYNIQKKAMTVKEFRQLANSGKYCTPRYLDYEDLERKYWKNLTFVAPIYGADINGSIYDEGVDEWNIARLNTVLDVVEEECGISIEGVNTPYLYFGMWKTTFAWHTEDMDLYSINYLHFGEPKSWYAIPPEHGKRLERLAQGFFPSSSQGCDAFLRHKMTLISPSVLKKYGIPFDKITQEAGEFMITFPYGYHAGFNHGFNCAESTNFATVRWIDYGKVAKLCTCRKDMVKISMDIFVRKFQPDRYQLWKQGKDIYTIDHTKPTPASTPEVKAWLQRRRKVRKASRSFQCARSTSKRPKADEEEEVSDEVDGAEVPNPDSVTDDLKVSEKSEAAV
TPT1 inh: inhibitors of Candida albicans tRNA 2'-phosphotransferase TPT1; recombinant caTPT1, FP RNA substrate dephosphorylation; AID 1962; hit rate 0.81% among 300,000; inhibition, % at 5 µM;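 active = inhibition above the mean of all tested compounds plus 3 SD, set per screening campaign, cut at about 24% in these data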;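 note: plate controls were DMSO alone for no effect and ferristatin control at 100 nM for full effect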
Numbers without * were called inactive; ? = inconclusive; / = not tested or not shown.

SMILES	Efflux pump mplx	core dimer inh	procasp7 counter	PP5 primary	PP1 counter	CTSL1 counter	proCasp3 act	GASC-1 inh	TPT1 inh
CCCCCN(C(=O)CCC(=O)OCc1ccc(C(C)(C)C)cc1)c1c(N)n(CCCC)c(=O)[nH]c1=O	-0.1	1	3	4.1	-1	-1	1	26	2
O=C(CCn1nc(-c2ccc(Cl)cc2)ccc1=O)NCc1cccnc1	-0.1	-1	-3	-0.8	-3	0	0	-2	-5
COc1ccc(N(CC(=O)NCc2ccccc2)S(=O)(=O)c2c(C)nn(C)c2C)cc1	-0.1	-6	5	0.9	-1	5	5	-2	7
COc1cccc(C(=O)N2C(C(=O)O)CSC2c2ccccc2Cl)c1 (stereo unspecified)	0.1	0	1	2.7	-3	-3	5	0	-2
O=C1OC(Nc2nccs2)c2ccccc21 (stereo unspecified)	0.1	3	-7	-1.3	-6	-4	4	0	2
CC1CC(=O)NN=C1c1ccc(NCCO)c([N+](=O)[O-])c1 (stereo unspecified)	-0.1	-10	-15	0.4	-1	1	-6	-3	-2
CC(NC(=O)Cc1ccsc1)c1ccc(Cl)cc1Cl (stereo unspecified)	-0.1	2	-8	-1.2	1	-4	10	3	-3
COc1ccc(CCNC(=O)C2CCN(S(=O)(=O)c3cccs3)CC2)cc1OC	-0.1	-2	-5	-0.8	-3	5	-3	1	-3
CN(c1ccc(C(=O)N2CCN(Cc3ccc4c(c3)OCO4)CC2)cc1)S(C)(=O)=O	0.3	2	6	3.1	2	-4	2	-5	5
Cc1ccc(-n2ncc3c(=O)n(CC(=O)NC4CCCCC4)cnc32)cc1	0.0	-1	14	-0.6	-3	1	9	-1	1
CCC(C)NC(=O)C1CCN(S(=O)(=O)c2ccc3c(c2)CC(C)N3C(C)=O)CC1 (stereo unspecified)	-0.3	-3	0	1.7	1	-3	-4	1	-4
Cc1c(Br)c(C(=O)N2CCc3ccccc32)nn1C	-0.1	-27	1	-0.7	2	2	1	-2	1
O=[N+]([O-])c1ccc(Nc2ccc(Cl)cc2)nc1	0.1	-2	-11	1.8	-3	-1	-3	19	-2
N#CCCN(C(=O)COC(=O)c1ccc2c(c1)NC(=O)CS2)c1ccc2c(c1)OCCO2	-0.2	-1	5	5.2	2	1	0	42	5
CC(=O)N1N=C(C)CC1c1ccc(O)cc1 (stereo unspecified)	-0.5	-10	5	-1.0	-3	1	2	0	0
O=C(Nc1ccccc1)C1=C[C@@H](C2CC2)C[C@@H](OCc2ccc(CO)cc2)O1	0.1	-10	-5	1.4	3	-2	3	-3	0
COc1ccc(CN(C(=O)c2cccs2)C(C(=O)NC2CCCCC2)c2ccc3ncccc3c2)cc1 (stereo unspecified)	0.0	5	-3	4.0	3	-4	5	0	-4
CCOc1ccc(OCCCC(=O)ON=C(N)c2ccccc2Cl)cc1	0.0	/	4	1.6	-3	/	1	-11	/
O=C(CSc1ncn[nH]1)Nc1c(F)cc(F)cc1Br	1.3	2	9	0.3	-3	-4	3	?	1
CC(C)=CC(=O)OCc1csc(CC(=O)Nc2ccccc2C)n1	0.1	7	18	0.5	-1	2	-4	-15	6
Cc1ccnc(NC(=O)c2cc(F)c(F)cc2Cl)n1	-0.1	0	-1	-2.5	-4	-1	6	2	0
COc1ccc(OC)c(N(CC(=O)Nc2ccc3c(c2)OCCO3)S(C)(=O)=O)c1	0.1	1	-5	-1.0	-2	-1	6	-13	0
O=C(CCc1nnc(C2CCCCC2)o1)N1CCN(Cc2ccccc2)CC1	-0.1	-1	5	-1.3	0	-1	3	-15	-1
CCOC(=O)c1cc(NC(=O)SCC(=O)O)c(C)nc1C	0.1	-6	2	1.2	0	2	-7	5	-4
O=C(O)c1ccc(-c2ncc[nH]2)cc1	0.5	1	3	3.6	-4	-2	1	?	-2

Next part
SMILES	Efflux pump mplx	core dimer inh	procasp7 counter	PP5 primary	PP1 counter	CTSL1 counter	proCasp3 act	GASC-1 inh	TPT1 inh
Cc1ccc(C2N(c3ccccc3)C(=S)N3CCCN23)cc1 (stereo unspecified)	0.0	-4	9	1.3	1	-1	-4	5	0
COc1ccc(CC(=O)OC(C)C(=O)c2ccc(C)cc2)cc1 (stereo unspecified)	0.7	-2	-6	3.5	-4	-4	2	-3	0
CN(C)c1ccc(-c2nc3ccccc3n2C)cc1	0.0	-8	4	0.1	0	1	1	-1	-2
CCNc1ccc(S(=O)(=O)N(C)C)cc1[N+](=O)[O-]	-0.1	-2	5	0.8	-4	-5	-4	1	1
CCCNC(=O)CNC(=S)N(Cc1ccccc1F)C1CCCCC1	0.1	1	8	0.7	-1	1	-3	3	0
Cc1ccc(-c2cc(C(=O)NCCc3ccc(S(N)(=O)=O)cc3)c3ccccc3n2)cc1	-0.1	-4	10	3.4	3	7	-4	-3	-2
O=C1/C(=C\c2cccs2)SC(=S)N1C1CCS(=O)(=O)C1 (stereo unspecified)	0.1	-4	-21	3.2	0	3	-19	0	3
Cc1cccc(NC(=O)Cn2nnc(C(=O)NCc3cccs3)c2N)c1C	-0.1	3	6	-0.8	0	-4	-1	-1	-5
Cc1ccc([N+](=O)[O-])cc1S(=O)(=O)N1CCCC1	0.1	-9	-1	1.8	2	-5	4	1	-3
COc1ccc(C(=O)NCCCc2ccccc2)cc1OC	0.7	-11	1	4.1	-5	-6	-4	-10	1
O=C(CSc1nnc(-c2ccco2)c(-c2ccco2)n1)c1ccccc1	0.0	45	-29	-0.2	5	6	-15	-4	-1
Cc1ccc(S(=O)(=O)CCC(=O)OCC(=O)Nc2ncc(Cl)cc2Cl)cc1	-0.1	0	-4	1.5	0	-57	5	5	-4
COC(C(=O)Nc1ccc(NC(=O)C(OC)c2ccccc2)cc1)c1ccccc1 (stereo unspecified)	-0.1	2	5	1.4	1	-3	1	32	-1
CC1CCC2(CC1)NC(=O)N(CC(=O)NC1(C#N)CCCCC1)C2=O (stereo unspecified)	0.0	1	10	1.2	-7	-3	4	3	-4
CCSc1nnc(NC(=O)CSc2nc3c(c(=O)n2-c2ccccc2)SCC3)s1	0.3	6	9	12*	-4	1	2	-5	3
CCCCCCSc1nsc(NC(C)=O)n1	0.0	7	11	-0.5	-3	4	1	3	-4
COc1cccc(-c2ccc3ncnc(NCc4cc(C)cs4)c3c2)c1	0.2	/	16	1.2	1	/	7	-2	/
Cc1ccc(C)c(NC(=O)Cn2cc(C(=O)C3CC3)c3ccccc32)c1	0.1	-8	2	1.0	0	3	-5	7	-3
COC(=O)C1=C(N)Oc2cc(C)n(CCN3CCOCC3)c(=O)c2C1c1cccnc1 (stereo unspecified)	-0.2	-4	0	-0.3	-3	-1	11	-5	-1
O=C(NCCN1CCN(Cc2ccccc2)CC1)c1ccc(CS(=O)(=O)c2ccc(Br)cc2)o1	0.1	0	7	2.4	-1	0	-1	-2	-1
O=c1[nH]c2ccc(Cl)cc2c(-c2ccccc2)c1CN1CCOCC1	0.0	16	-7	3.1	7	-1	-2	-6	-1
CC1(C)Cc2c(C#N)c(SCCC#N)nc(N3CCOCC3)c2CS1	-0.2	7	9	1.8	2	5	-1	-7	-1
O=C(C[C@H]1C(=O)N(CCc2ccccc2)C[C@@H]1Cc1ccccc1)Nc1ccccc1	0.1	6	-5	4.3	4	3	4	6	-3
COc1ccc([N+](=O)[O-])cc1/C=N/NC(=O)c1nonc1N	0.1	-4	11	0.0	-1	-1	-9	/	1
O=S(=O)(Nc1ncccn1)c1ccc(NS(=O)(=O)c2cccc(Cl)c2Cl)cc1	0.0	-3	-3	-2.8	-4	-1	0	-4	-1

Next part, starting with the last 4 of the part before.
SMILES	Efflux pump mplx	core dimer inh	procasp7 counter	PP5 primary	PP1 counter	CTSL1 counter	proCasp3 act	GASC-1 inh	TPT1 inh
CC1(C)Cc2c(C#N)c(SCCC#N)nc(N3CCOCC3)c2CS1	-0.2	7	9	1.8	2	5	-1	-7	-1
O=C(C[C@H]1C(=O)N(CCc2ccccc2)C[C@@H]1Cc1ccccc1)Nc1ccccc1	0.1	6	-5	4.3	4	3	4	6	-3
COc1ccc([N+](=O)[O-])cc1/C=N/NC(=O)c1nonc1N	0.1	-4	11	0.0	-1	-1	-9	/	1
O=S(=O)(Nc1ncccn1)c1ccc(NS(=O)(=O)c2cccc(Cl)c2Cl)cc1	0.0	-3	-3	-2.8	-4	-1	0	-4	-1
CCOC(=O)C1CCCN(S(=O)(=O)c2cn(C)c(=O)n(C)c2=O)C1 (stereo unspecified)	0.2	-3	0	-0.5	-4	-1	-2	-8	3
CC(C)Cc1nc(SCC(=O)N2CCOCC2)c2c(=O)n(C)c(=O)n(C)c2n1	-0.1	-2	2	1.9	0	1	0	5	1
COc1ccc2nc(/C=N/NC(=O)CCCCCNC(=O)OC(C)(C)C)ccc2c1	0.0	-6	3	2.9	1	-1	0	-18	1
CCn1c2ccccc2c2cc(/C=N/O)ccc21	0.0	-1	-17	2.2	3	1	5	-2	2
CN1CCN(S(=O)(=O)c2ccc(NC(=O)c3ccco3)cc2)CC1	0.2	-3	2	1.1	3	-3	-4	-18	1
COc1cc(CNS(=O)(=O)c2ccc3c(c2)CC(C)N3C(=O)C2CCC2)cc(OC)c1OC (stereo unspecified)	-0.1	1	11	-1.4	-1	3	-4	4	-2
O=C(OCN1C(=O)c2ccccc2C1=O)c1ccco1	-0.1	-1	0	1.2	-1	-51	1	-1	-7
Cc1ccc(NS(=O)(=O)c2ccc3c(c2)CCN3C(=O)CCC(=O)O)cc1Cl	-0.1	-5	4	-1.6	10	13	0	-23	0
COC(=O)c1ccc(CSc2ncnc3sc(C)c(C)c23)o1	0.0	7	2	3.0	-1	7	-7	-3	2
N#Cc1ccccc1Cn1c(=O)n(Cc2ccc(C(=O)NCc3ccco3)cc2)c(=O)c2sccc21	-0.1	31	15	-0.5	1	1	0	11	-4
C[C@@]12CCC=C[C@H]1[C@H](c1ccc3ccccc3c1/C=C/c1ccccc1)N(Cc1ccccc1)C2=O	0.0	-8	-7	-0.2	-2	-1	4	-3	-1
CCOC(=O)/C(=N\Nc1ccccc1)c1csc(Nc2ccc(C)cc2)n1	0.0	-9	13	6.3	6	1	4	-1	0
COc1ccc(S(=O)(=O)Nc2cc(C(=O)NC(C)C)ccc2N2CCOCC2)cc1	0.2	0	0	2.4	-2	-3	0	-6	3
NS(=O)(=O)c1ccc(CNC(=S)NCc2ccc(F)cc2)cc1	-0.1	-1	0	0.6	-3	-3	-1	-4	-5
Cc1csc(=Nc2cccnc2)n1Cc1ccco1	-0.4	-4	-1	-0.9	-10	9	-5	67	9
CC(=O)Nc1ccc(NC(=O)C(C)OC(=O)CCC(=O)c2ccc(F)cc2)cc1 (stereo unspecified)	0.2	-7	1	0.5	-5	-59	-9	-1	4
